A3A deaminase: blocks human APOBEC3A ssDNA deamination; actives 0.41% (n = 330,000); inhibition, % at 20 µM; AID 493011; P31941; recombinant A3A, FAM/TAMRA ssDNA deamination fluorescence;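 active = at least 40% inhibition at 20 µM here, with at most 30% in a related deaminase screen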;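 note: plate controls were A3A with DMSO for no effect and wells lacking A3A enzyme for full effect; some results filed as inactive read as strong as hits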
Target sequence (P31941 whole entry, looked up): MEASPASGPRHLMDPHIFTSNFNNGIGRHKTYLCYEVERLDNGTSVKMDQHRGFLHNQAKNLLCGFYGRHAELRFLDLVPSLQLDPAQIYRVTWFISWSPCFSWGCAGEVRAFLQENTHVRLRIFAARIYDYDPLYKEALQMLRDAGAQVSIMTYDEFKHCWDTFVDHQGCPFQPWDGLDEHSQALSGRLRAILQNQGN
beta cell repl: induces beta-cell replication in MIN6 cells; proliferation, % at 10 µM; AID 2380; MIN6 cells proliferation, ATPlite luminescence, 48 h; cells starved in 0.2% serum; 100% = growth in 10% serum; actives 0.29% (n = 330,000);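 active = compounds whose signal lies at least 3.5 SD above the mean of all wells on their plate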;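 note: 0% = DMSO-treated cells in low-serum medium and 100% = 10% serum control; some compounds called inactive have numbers as strong as hits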
mIAP act: increases mouse intestinal alkaline phosphatase activity; muIAP, CDP-Star luminescence, 30 min; active compounds read high; 1 = vehicle-only enzyme signal, 0 = enzyme-free wells; activation factor at 10 µM; actives 0.24% (n = 330,000); AID 2805;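 active = activation factor of at least 2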; note: the source names both 10 and 20 µM as test concentration; values of inactives mirror those of a sister screen read the other way
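System: mouse IAP enzyme. Reagent: CDP-Star chemiluminescent phosphatase substrate. Benchmarks: DMSO wells, no-enzyme wells. Times: 30 min enzyme-substrate-compound incubation at room temperature. Detection: luminescence from enzymatic CDP-Star hydrolysis. Doses: test compounds delivered from DMSO solution.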
TIM10 inh: inhibits growth of TIM10 yeast strain; actives 1.4% (n = 330,000); S. cerevisiae TIM10 strain growth, BacTiter-Glo luminescence, 24 h; inhibition, % at 10 µM;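 active = inhibition of 40% or more at the single tested concentration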;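 note: wild-type TIM10 isogenic control strain grown at permissive 25 °C; 0% = DMSO yeast wells and 100% = minimal medium wells without yeast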
APOBEC3G inh: inhibitors of human APOBEC3G DNA deaminase. Q9HC16. recombinant A3G, ssDNA deamination FAM/TAMRA fluorescence. inhibition, % at 20 µM. actives 0.28% (n = 330,000). AID 493012;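 active = inhibition of at least 40% at 20 µM, with no more than 30% in the related APOBEC3A deaminase screen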;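 note: plate controls were DMSO wells with A3G for no effect and wells lacking A3G enzyme for full effect; some compounds called inactive have numbers as strong as hits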
Target sequence (Q9HC16 whole entry, looked up): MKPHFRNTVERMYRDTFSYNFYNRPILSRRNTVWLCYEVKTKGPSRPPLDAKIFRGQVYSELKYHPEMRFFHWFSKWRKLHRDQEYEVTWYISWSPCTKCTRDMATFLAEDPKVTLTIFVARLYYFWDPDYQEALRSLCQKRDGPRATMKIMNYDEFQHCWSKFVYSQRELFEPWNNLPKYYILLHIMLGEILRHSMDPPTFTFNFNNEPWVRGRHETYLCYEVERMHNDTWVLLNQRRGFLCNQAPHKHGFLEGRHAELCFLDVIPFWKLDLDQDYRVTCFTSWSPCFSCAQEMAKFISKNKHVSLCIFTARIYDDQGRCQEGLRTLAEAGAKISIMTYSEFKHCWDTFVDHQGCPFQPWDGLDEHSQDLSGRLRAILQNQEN
NLRP3 yeast inh: blocks the NALP3 inflammasome reconstituted in yeast; Yeast reconstituted NLRP3/ASC/caspase-1, beta-gal luminescence, 24 h; AID 2825; actives 0.39% (n = 330,000); inhibition, % at 10 µM;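 active = inhibition of 50% or more; inactive = inhibition below 50%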;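 note: plate controls were induced DMSO wells for no effect and uninduced yeast grown without galactose for full effect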
hIAP block: blocks human intestinal alkaline phosphatase; P09923; purified IAP, CDP-Star luminescence, 30 min; inhibition, % at 10 µM; actives 0.12% (n = 330,000); AID 2544;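 active = inhibition reaching a set limit with compound at 10 µM in the primary screen, cut at about 35% in these data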;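 note: plate controls were DMSO wells with enzyme for no effect and no-enzyme buffer wells for full effect; values of inactives mirror those of a sister screen read the other way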
mIAP inh: mouse IAP inhibition. purified mouse IAP, CDP-Star luminescence, 30 min. inhibition, % at 10 µM. actives 0.2% (n = 330,000). AID 2806;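 active = inhibition of at least 40% at 10 µM in the primary screen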;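 note: plate controls were DMSO with enzyme for no effect and no enzyme wells for full effect; values of inactives mirror those of a sister screen read the other way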
tim10-1 inh: growth inhibitors of tim10-1 mutant yeast; S. cerevisiae tim10-1 ts strain growth, BacTiter-Glo, 24 h; inhibition, % at 20 µM; actives 2.2% (n = 330,000); AID 463190;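 active = inhibition of at least 40%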;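 note: mutant grown at 25 °C; 0% = DMSO wells with yeast and 100% = wells holding no yeast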
Starred values were filed as active, the others as inactive.

No.	SMILES	A3A deaminase	beta cell repl	mIAP act	TIM10 inh	APOBEC3G inh	NLRP3 yeast inh	hIAP block	mIAP inh	tim10-1 inh
1	Cc1cc(C)n(-c2ccc(NC(=O)C3CCN(Cc4cnc(C)s4)CC3)cc2)n1	-1	1	1.2	-15	-11	2	-20	-22	1
2	CCC(C(=O)NCc1ccco1)N(Cc1cccs1)C(=O)CNS(=O)(=O)c1ccccc1 (stereo not given)	-1	5	1.1	2	-4	13	2	-7	12
3	CCOC(=O)c1cnc(SCC(=O)NCc2cccs2)nc1N	10	-1	1	-2	4	6	-20	-3	8
4	O=C(CC(CC(=O)c1ccccc1)c1ccccc1)c1ccccc1	1	-5	0.88	8	-6	-6	13	12	22
5	O=C(c1ccccc1)N1CCCC(C(=O)N2CCCCCC2)C1 (stereo not given)	2	-4	1.1	7	4	4	8	-5	17
6	CCN(CC)S(=O)(=O)c1cccc(NC(=O)CSc2nnc(N)s2)c1	1	0	0.88	-8	-4	-2	-4	12	2
7	Cc1ccc(SCc2[nH]nc3c2C2(CCSCC2)C(C#N)=C(N)O3)cc1	2	-1	0.88	30	-4	9	-3	12	27
8	CCOC(=O)c1c(C)[nH]c(C)c1S(=O)(=O)NCc1ccc(OCC)cc1	-3	-4	1	3	-3	4	23	-4	18
9	CC(C)(O)c1cc2ccc(C#Cc3ccsc3)cc2c(=O)o1	-2	-1	0.98	17	-5	65*	22	2	12
10	O=C(CCC(=O)N1CCSc2ccccc21)NCc1ccc(Cl)cc1	1	-6	1.1	-3	0	4	-10	-10	22
11	Cc1noc(C)c1S(=O)(=O)N1CCCCC1	1	0	0.93	5	-2	-12	-11	7	15
12	Clc1ccc2[nH]c3c(NCC4CCCO4)ncnc3c2c1 (stereo not given)	-3	-2	1.3	5	-7	-19	-8	-31	17
13	CCCCC(CCC(=O)O)(C(=O)OCC)c1csc(Nc2ccccc2)n1 (stereo not given)	-2	-3	1.1	16	-9	7	-6	-11	42*
14	COc1ccc(/C=C/C(=O)Nc2c(C(=O)O)[nH]c3ccccc23)cc1OC	-10	0	1	-12	-8	6	2	-3	-2
15	CC1CCCCC1NC(=O)CNC(=O)c1ccco1 (stereo not given)	3	1	0.9	-4	-7	13	2	10	-16
16	COc1ccc(/C=N/n2cncn2)cc1Cn1nc(C)c([N+](=O)[O-])c1C	2	-1	0.99	7	0	17	16	1	-3
17	Cc1[nH]c2ccccc2c1N=Nc1ccccc1C(=O)O	12	-4	1	-4	1	15	16	-4	-10
18	Cc1oc(-c2ccccc2Cl)nc1CN1CCCN(C(=O)c2ccco2)CC1	-4	-1	0.94	4	-4	-1	-3	6	22
19	CN(CC(=O)Nc1cccc(F)c1)C(=O)c1ccc(-n2cncn2)c([N+](=O)[O-])c1	-1	-2	0.92	-12	-3	14	6	8	3
20	CCC1CCc2c(sc(NC(=O)c3cnccn3)c2C(N)=O)C1 (stereo not given)	-2	-4	0.84	10	58*	22	-22	16	17
21	O=C(NCCN1CCCC1)c1ccc(Cn2c(=S)[nH]c3ccc(Br)cc3c2=O)cc1	0	-1	0.84	7	1	4	-8	16	24
22	CN(C)CCCN(C(=O)c1ccco1)c1nc2ccc(Cl)cc2s1	-5	-3	1.1	-10	-4	5	-3	-14	16
23	COc1cc(NC(=O)C/C(C)=N/NC(=O)c2cccc(O)c2)c(OC)cc1Cl	17	-3	0.92	8	0	-4	-24	8	11
24	COc1ccc(-c2nn(-c3ccccc3)cc2C(=O)Nc2ccc(C(=O)O)cc2)cc1OC	-1	-2	1	2	-4	-3	-3	-4	-3
25	Cn1c(=O)c2c(nc3n2CC(O)CN3c2ccccc2)n(C)c1=O (stereo not given)	-6	-3	0.95	9	-7	-4	-6	5	10
26	CCOC(=O)c1c(CN2CCN(CC#N)CC2)n(C)c2cc(Br)c(OC)cc12	-5	-6	0.96	9	-6	-14	-12	4	36
27	O=C(CN1C(=O)NC2(CCCC2)C1=O)OCc1ccc(Br)cc1	1	-4	1	-8	-5	9	-2	-4	10
28	COc1cccc(-c2nn(C)c3sc(C(=O)N4CCN(c5ccccc5)CC4)cc23)c1	1	-3	0.84	20	1	2	-4	16	25
29	CNC(=O)Cc1nc2ccccc2n1CC(=O)Nc1cc(C)cc(C)c1	5	2	1.1	-4	-8	13	-10	-6	8
30	COc1cc(/C=C2/SC(=S)N(Cc3ccccc3)C2=O)ccc1OCC(=O)O	10	-5	0.75	2	0	11	5	25	6

New compounds follow:
No.	SMILES	A3A deaminase	beta cell repl	mIAP act	TIM10 inh	APOBEC3G inh	NLRP3 yeast inh	hIAP block	mIAP inh	tim10-1 inh
31	CC(C)Oc1ccc(C(=O)OC(C)C(=O)NC2CCCCC2C)cc1 (stereo not given)	-4	-2	1.1	0	-2	28	-33	-7	25
32	COc1ccc(NC(=O)CSc2ccccc2)c([N+](=O)[O-])c1	1	-4	0.94	-14	-6	40	4	6	-14
33	Cc1cc(N=Cc2c(O)n(-c3cccc(Cl)c3)c(=O)c3ccccc23)no1	-3	-1	0.86	29	-8	6	13	14	22
34	CC(=O)c1cccc(NC(=S)NC(=O)CC(C)(C)C)c1	1	-2	1.1	6	2	15	20	-8	29
35	COc1ccc(C2=NO[C@@H]3C(=O)N(c4cccc(C)c4C)C(=O)[C@H]23)cc1OC	1	1	1	7	1	10	4	-3	2
36	Cc1cc(/C=C(\C#N)C(=O)NCc2cccs2)c(C)n1-c1ccc([N+](=O)[O-])cc1	-3	-3	0.86	-7	-7	10	-12	14	14
37	O=C1CC(c2ccco2)CC2=C1C=Nc1ccccc1N2 (stereo not given)	2	1	0.91	-1	3	0	-6	9	16
38	CC(C)CCNC(=O)Cn1c2c(c(-c3ccccc3Cl)cc1=O)CCC2	0	-4	1	1	3	18	0	0	28
39	O=C(/C=C/c1cc2ccccc2o1)c1ccccc1O	2	-7	0.97	58*	0	13	18	3	41*
40	CC1CN(C(=O)COC(=O)c2c(Cl)cccc2Cl)CC(C)O1 (stereo not given)	0	1	1.1	-5	-6	20	-15	-8	-5
41	COc1ccc(-n2nc(C(=O)NCC(=O)N3CCCC3)c3ccccc3c2=O)cc1Cl	-2	0	0.97	11	-6	23	13	3	23
42	O=C(CCS(=O)(=O)c1ccc(Cl)cc1)OCC(=O)N1CCCCC1	-3	2	0.99	-13	-5	-12	-6	1	4
43	O=C(NCC(c1cccs1)N1CCOCC1)c1ccc(Cl)nc1 (stereo not given)	2	-4	0.99	0	0	-1	-2	1	-16
44	CC(=O)c1ccc(S(=O)(=O)NCCc2csc(-c3cccnc3)n2)cc1	-3	0	0.91	11	-4	7	8	9	3
45	Cc1cccc(C(=O)NCCc2nnc(SCC(=O)Nc3nc(C)cs3)n2C)c1	-1	3	1	10	-4	7	-12	0	19
46	CCC1(C)Cc2c(sc3nc(SC)nc(N)c23)CO1 (stereo not given)	-3	-2	0.88	-9	-9	14	1	12	-17
47	COc1ccccc1NC(=O)CN1CCN(C(=O)C2CCCO2)CC1 (stereo not given)	-2	-1	1.1	-3	-15	13	-9	-6	3
48	COC(=O)c1cc(NC(=O)c2ccccc2)c(=O)oc1/C=C/Nc1ccc(Oc2ccccc2)cc1	1	-2	0.91	6	-6	21	22	9	19
49	COCCn1c(C)cc(C(=O)COC(=O)c2n[nH]c3ccccc23)c1C	0	-6	0.96	3	-2	0	-72	4	34
50	O=C(COc1ccc(F)cc1Cl)Nc1cccc(S(=O)(=O)N2CCCC2)c1	0	0	1.2	15	-2	-37	-9	-24	15
51	COC(=O)/C=C1\SC(N2CCOCC2)=C(c2ccc(OC)cc2)C1=O	4	-5	0.9	33	55*	25	13	10	31
52	COc1ccccc1NC(=S)NCC1CCC(CNC(=S)Nc2ccccc2OC)CC1 (stereo not given)	-5	0	1.5	-13	-6	14	-2	-50	-4

Sorted by number of heavy atoms (high to low): part of the list above
No.	SMILES	A3A deaminase	beta cell repl	mIAP act	TIM10 inh	APOBEC3G inh	NLRP3 yeast inh	hIAP block	mIAP inh	tim10-1 inh
48	COC(=O)c1cc(NC(=O)c2ccccc2)c(=O)oc1/C=C/Nc1ccc(Oc2ccccc2)cc1	1	-2	0.91	6	-6	21	22	9	19
52	COc1ccccc1NC(=S)NCC1CCC(CNC(=S)Nc2ccccc2OC)CC1 (stereo not given)	-5	0	1.5	-13	-6	14	-2	-50	-4
41	COc1ccc(-n2nc(C(=O)NCC(=O)N3CCCC3)c3ccccc3c2=O)cc1Cl	-2	0	0.97	11	-6	23	13	3	23
45	Cc1cccc(C(=O)NCCc2nnc(SCC(=O)Nc3nc(C)cs3)n2C)c1	-1	3	1	10	-4	7	-12	0	19
35	COc1ccc(C2=NO[C@@H]3C(=O)N(c4cccc(C)c4C)C(=O)[C@H]23)cc1OC	1	1	1	7	1	10	4	-3	2
33	Cc1cc(N=Cc2c(O)n(-c3cccc(Cl)c3)c(=O)c3ccccc23)no1	-3	-1	0.86	29	-8	6	13	14	22
44	CC(=O)c1ccc(S(=O)(=O)NCCc2csc(-c3cccnc3)n2)cc1	-3	0	0.91	11	-4	7	8	9	3
51	COC(=O)/C=C1\SC(N2CCOCC2)=C(c2ccc(OC)cc2)C1=O	4	-5	0.9	33	55*	25	13	10	31
42	O=C(CCS(=O)(=O)c1ccc(Cl)cc1)OCC(=O)N1CCCCC1	-3	2	0.99	-13	-5	-12	-6	1	4
43	O=C(NCC(c1cccs1)N1CCOCC1)c1ccc(Cl)nc1 (stereo not given)	2	-4	0.99	0	0	-1	-2	1	-16
32	COc1ccc(NC(=O)CSc2ccccc2)c([N+](=O)[O-])c1	1	-4	0.94	-14	-6	40	4	6	-14
37	O=C1CC(c2ccco2)CC2=C1C=Nc1ccccc1N2 (stereo not given)	2	1	0.91	-1	3	0	-6	9	16
34	CC(=O)c1cccc(NC(=S)NC(=O)CC(C)(C)C)c1	1	-2	1.1	6	2	15	20	-8	29
46	CCC1(C)Cc2c(sc3nc(SC)nc(N)c23)CO1 (stereo not given)	-3	-2	0.88	-9	-9	14	1	12	-17
